FH mod: Identification of activators of human fumarate hydratase by quantitative high-throughput screening. Fumarate hydratase, mitochondrial (Homo sapiens), P07954. FH coupled MDH/diaphorase resazurin fluorescence, 15 min. Potency, µM (top dose mostly 79.9 µM), inactives show at the top dose activity change, negative = inhibition, usual class: inhibitors. 54,000 compounds, 0.22% hits; note: potency is the fitted concentration of half-maximal effect; % is set by controls: 0 for no effect and ±100 for the full control effect; the screen sought activators but most active calls are inhibition curves; nearly all actives have a fitted effect of over 45% in size
Target sequence (P07954 whole entry, looked up): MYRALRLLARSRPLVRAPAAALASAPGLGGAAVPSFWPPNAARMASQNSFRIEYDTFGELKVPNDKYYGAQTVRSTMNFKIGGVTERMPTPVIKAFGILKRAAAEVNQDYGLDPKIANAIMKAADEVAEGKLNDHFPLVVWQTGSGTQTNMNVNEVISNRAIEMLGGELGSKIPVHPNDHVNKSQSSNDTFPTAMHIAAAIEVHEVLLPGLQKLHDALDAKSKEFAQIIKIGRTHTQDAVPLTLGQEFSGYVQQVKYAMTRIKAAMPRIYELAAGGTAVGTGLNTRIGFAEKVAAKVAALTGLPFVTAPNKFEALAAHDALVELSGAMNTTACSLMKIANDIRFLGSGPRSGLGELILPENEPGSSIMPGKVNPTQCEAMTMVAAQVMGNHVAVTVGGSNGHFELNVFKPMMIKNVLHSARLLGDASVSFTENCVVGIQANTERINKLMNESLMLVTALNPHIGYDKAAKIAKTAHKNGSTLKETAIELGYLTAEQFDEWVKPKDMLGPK
NTMT1 inh: NTMT1 methyltransferase inhibition; NTMT1 MTase-Glo SAH luminescence, purified enzyme; Q9BV86; 59,000 compounds, 2.5% hits; Potency, µM (series often up to 114 µM), without a hit: at the highest dose activity change, negative = inhibition, actives largely listed as inhibitors;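 note: potency is the fitted concentration of half-maximal effect; plate controls were DMSO vehicle for no effect and no enzyme for full effect; nearly all actives have a fitted effect of over 65% in size; many of its hits are not listed in these tables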
p53null 32C kill: selectivity test: cytotoxicity in p53 null cells, permissive temperature; H1299-neo p53 null cells, ATP luminescence, 24 h, 32C; Potency, µM (series often up to 46.1 µM), for the others: at the highest dose activity change, negative = cytotoxicity, hits mostly cytotoxic; 55,000 compounds, 0.62% hits; AID 903;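 note: potency is the fitted concentration of half-maximal effect; 0% = DMSO only and -100% = full killing by 100 µM tamoxifen; nearly all actives have a fitted effect of over 55% in size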
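AC50 values derive from Hill modelling of qHTS concentration-response data (up to 46 uM) in H1299-neo cells. Cells were treated 24 h at 32C following overnight attachment at 37C; viability was read as cellular ATP.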
PTAP-TSG101 blk: blocks PTAP binding to human TSG101, validation; Fluorescence polarization, FITC-PTAP peptide/Tsg101, 20 min; Potency, µM (series often up to 115 µM), without a hit: at the top dose activity change, negative = inhibition, most hits filed as inhibitors; 44,000 tested, under 10 active; AID 1347069; note: potency is the fitted concentration of half-maximal effect; 0% is about no effect
Target sequence (Q99816 whole entry, looked up): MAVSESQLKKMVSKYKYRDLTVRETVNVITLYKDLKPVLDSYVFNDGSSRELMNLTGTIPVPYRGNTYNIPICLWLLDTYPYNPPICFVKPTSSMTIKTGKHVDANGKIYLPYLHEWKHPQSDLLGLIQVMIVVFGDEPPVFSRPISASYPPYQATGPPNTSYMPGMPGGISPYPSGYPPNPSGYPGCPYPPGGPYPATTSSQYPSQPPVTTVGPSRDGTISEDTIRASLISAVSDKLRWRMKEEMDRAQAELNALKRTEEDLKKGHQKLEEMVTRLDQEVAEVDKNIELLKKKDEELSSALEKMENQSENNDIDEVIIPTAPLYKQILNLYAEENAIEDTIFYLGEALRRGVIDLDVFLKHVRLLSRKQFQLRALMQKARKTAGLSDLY
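FITC-labeled PTAP peptide (50 nM final) binding to Tsg101 binding domain (10 uM final) read by fluorescence polarization after 20 min at r.t. in HEPES pH 7.5 buffer. Actives by CRC class, <25 µM.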
p53null 39C kill: p53 null cell cytotoxicity, nonpermissive temperature; H1299 p53-null (neo) cells, 39C, ATPlite viability, 24 h; Potency, µM (top dose mostly 46.1 µM), inactives show top-dose activity, negative = cell killing, hits mostly cytotoxic; 55,000 compounds, 0.97% hits;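 note: potency is the fitted concentration of half-maximal effect; 0% = DMSO only and -100% = full killing by 100 µM tamoxifen; nearly all actives have a fitted effect of over 50% in size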
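H1299 lung cancer cells, p53-null (H1299-neo) or expressing p53 A138V (H1299-p53A138V), were plated overnight at 37C, then exposed to compounds at up to 46 uM for 24 hr at 39C. Viability was read by ATP-based luminescence.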
B2AR arrestin ag: agonists recruiting beta-arrestin to human beta2-adrenergic receptor; P07550; HTLA Tango cells, beta-arrestin recruitment, luciferase luminescence, 18 h; Potency, µM (top dose mostly 46.1 µM), without a hit: at the highest dose activation, actives largely listed as activators; 44,000 tested, under 10 active;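 note: potency is the fitted concentration of half-maximal effect; 0% = DMSO and full agonism = EC100 isoproterenol or metaproterenol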
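First, Tango cells carrying beta2-AR and beta-arrestin fusions received compound up to 46 microM. After 18 hr at 37 degrees C, luciferase substrate was added for 15 minutes, then luminescence gave %Activity for curve fitting.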
GALK inhibitor: GALK (human) enzyme inhibition. recombinant GALK, Kinase-Glo ATP luminescence, 1 h. Potency, µM (highest dose often 57.5 µM), for the others: at the highest dose activity, negative = inhibition, hits mostly inhibitors. 44,000 tested, under 10 active;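 note: plate controls were full GALK reaction for no effect and reaction lacking GALK for full effect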
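Luminescent ATP-depletion readout (Kinase-Glo Plus, 10 min) after 1 h RT reaction of 5 nM GALK, 35 uM ATP, 100 uM galactose, pH 8.0 HEPES buffer. Decreased kinase activity scored as inhibition.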
Starred values were filed as active, the others as inactive; ? = inconclusive; · = no result given; [ ] = remark or other dose. Calls come from the whole dose curve; as a rule, active = well fitted curve in the direction sought with a large enough effect; inconclusive = small, poorly fitted or top-dose-only effect, or another doubt; inactive = no such curve, though single readings can be large; an effect the other way counts as inactive or inconclusive. A portion of the library; rates above refer to the full screens.

SMILES | FH mod | NTMT1 inh | p53null 32C kill | PTAP-TSG101 blk | p53null 39C kill | B2AR arrestin ag | GALK inhibitor
Cc1cccc(NS(=O)(=O)c2ccc3nc(-c4ccccc4)[nH]c3c2)c1C | 1.5% | 2.8% | ? | -4.4% | 11.2µM* | 0.8% | -3.0%
Cc1c(C(=O)N2CCC(C)CC2)c(S(=O)(=O)Nc2cccc(C#N)c2)c(C)n1C | -24.1% | -7.0% | 0.9% | -6.1% | 1.9% | 0.1% | -0.5%
COc1ccc(CCNC(=O)c2ccc(Cn3c(=O)c4ccccc4n(Cc4cccc(Cl)c4)c3=O)cc2)cc1OC | -13.5% | 10.9% | 14.8% | -2.8% | 20.1% | 0.2% | 0.0%
CCOc1ccc2oc(=O)cc(CN3CCN(C(=O)c4ccc(Cl)cc4)CC3)c2c1 | -7.1% | ? | 0.5% | 0.2% | -4.4% | 0.4% | -0.4%
N#C/C(=C\c1ccccc1)c1nc(-c2cc3c(ccc4ccccc43)oc2=O)cs1 | 4.1% | 14.3% | -4.3% | -2.6% | -6.9% | 0.8% | -5.0%
CCC(=O)N1c2ccccc2CC1C(=O)NCCc1ccc(C)cc1 (configuration not stated) | 1.6% | 15.4% | 2.1% | 1.7% | -16.5% | -0.2% | 1.2%
COc1cc(Nc2nc3c(S(=O)(=O)c4cccc(Cl)c4)nnn3c3ccsc23)cc(OC)c1 | 1.4% | 16.3% | -4.1% | -9.8% | -5.2% | 0.3% | 2.6%
N#Cc1c[nH]n2c(NC3CCCCC3)c(-c3ccc(F)cc3)nc12 | -3.8% | ? | 4.9% | 0.9% | -4.0% | -1.7% | -11.3%
CCc1ccccc1NC(=O)C1CCC(CNS(=O)(=O)c2ccc3c(c2)CC(C)N3C(C)=O)CC1 (configuration not stated) | -22.8% | -3.7% | 0.5% | 2.2% | -13.8% | 1.7% | -0.1%
CN(C)c1ccc(CNC(=O)C2CCN(Cc3cc4ccccc4n3Cc3ccccc3)CC2)cc1 | ? | ? | 11.3% | 1.8% | -8.9% | -1.4% | -0.7%
COc1cccc(CNC(=O)N2CCC(CN3CCC(C)CC3)CC2)c1 | 3.7% | -1.7% | -0.1% | -4.9% | -3.2% | -1.6% | -0.1%
O=C(CSc1nc(-c2ccc(F)cc2)nc2c1Cc1ccccc1O2)Nc1cccc(C(=O)O)c1 | -17.0% | 6.31µM* | 4.6% | -2.6% | -16.9% | -0.1% | 0.6%
CCCC(=O)Nc1nnc2n1CCS2 | 3.0% | 22.9% | 0.2% | -0.6% | 17.4% | -0.3% | 1.3%
Cc1noc(-c2ccc(N3CCC(C)CC3)c([N+](=O)[O-])c2)n1 | -6.5% | -1.3% | ? | -2.9% | -12.5% | 8.8% | -0.5%
Cc1cccc(C2N3CC4(C(C)C)CN2CC(C(C)C)(C3)C4=O)c1 (configuration not stated) | -3.3% | 3.4% | 8.6% | -2.7% | -0.6% | 4.7% | -0.6%
CCCOc1ccc(C(=O)Nc2ccc(NC(=O)c3ccccc3)c(Br)c2)cc1 | 0.5% | 9.1% | -13.2% | 3.0% | -10.1% | -0.6% | 1.1%
Cc1cc(C)c(NC(=O)c2c(C)nn(-c3ccc(F)cc3)c2-n2cccc2)c(C)c1 | -9.4% | -1.0% | -6.0% | -1.1% | 35.3%[activator] | 0.5% | 3.1%
CCCCC(CC)CNC(=O)C1CCN(S(=O)(=O)c2cccc3nsnc23)CC1 (configuration not stated) | -3.3% | 7.1% | 9.1% | -2.0% | -12.9% | -1.2% | -0.9%
Cc1ccc(-c2ccc(=O)n(CC(=O)Nc3ccc(C(C)C)cc3)n2)cc1 | -27.2% | -18.6% | -0.8% | -1.8% | -25.9% | 1.0% | 7.3%
CCN(CC)S(=O)(=O)c1ccc(NC(=O)c2cc3ccc4cccnc4c3[nH]2)cc1 | -10.0% | 5.0% | 1.4% | 0.7% | ? | 2.2% | -1.0%
Cc1ccc(C(=O)O)cc1NC1(c2ccccc2)C(=O)c2ccccc2C1=O | -10.1% | 7.9% | 2.0% | 1.9% | -8.7% | 2.1% | 2.2%
COc1ccc(C(=O)Nc2ccccc2C(=O)OCc2cc(=O)n3c4c(sc3n2)CCCC4)cc1 | -0.9% | 9.8% | -9.0% | -8.1% | 20.5% | -0.1% | -2.8%
CCC(C)NC(=O)Cn1c(=O)n(-c2ccc(OC)c(OC)c2)c(=O)c2ccccc21 (configuration not stated) | 6.8% | -8.0% | 6.2% | -0.8% | -0.8% | -2.1% | -12.4%
O=C(Cn1c(=O)n(Cc2nc(-c3ccccc3)no2)c(=O)c2cc3c(cc21)OCO3)Nc1ccc(Cl)cc1 | -7.5% | -1.2% | 8.0% | 0.4% | 8.3% | -0.2% | 5.0%
COc1cc(NC(=O)CSc2ncccc2C(=O)OC(C)C)cc(OC)c1 | -5.6% | 22.1% | -7.8% | -0.6% | -21.2% | 0.7% | -4.3%

(cont.)
SMILES | FH mod | NTMT1 inh | p53null 32C kill | PTAP-TSG101 blk | p53null 39C kill | B2AR arrestin ag | GALK inhibitor
CC(C)c1cnc2c(c1SCC(=O)Nc1ccc(C(N)=O)cc1)c(=O)n(C)c(=O)n2C | 11.7% | 2.0% | -5.5% | -0.8% | -6.9% | -1.2% | 2.4%
Cc1c(C(=O)N(C)c2cccc(C(F)(F)F)c2)sc2nc3n(c(=O)c12)CCCCC3 | ? | -7.6% | 15.1% | 44.7µM* | 7.6% | 1.0% | 4.0%
COc1ccc(OC)c(CNC(=O)CCc2c(C)nc3c(c2C)c(=O)n(C)c(=O)n3C)c1 | -13.7% | -14.0% | -0.8% | -2.7% | -11.6% | 1.0% | 8.7%
CCOC(=O)c1c(NC(=O)C(C)Sc2cn(CCNC(=O)c3c(F)cccc3F)c3ccccc23)sc2c1CCC2 (configuration not stated) | -16.9% | -3.5% | · | 4.3% | · | 0.8% | 9.5%
Cc1ccc(Cl)cc1N1CCN(S(=O)(=O)c2cn(C)c(C)n2)CC1 | -3.6% | 12.1% | 0.9% | -10.6% | -2.8% | 1.2% | 1.2%
Cc1ccccc1CNC(=O)CCC(=O)N1CC2CCCN2c2ccccc21 (configuration not stated) | -15.1% | -6.2% | -7.6% | -4.0% | 4.8% | -0.1% | -1.9%
CCOC(=O)c1c(C)oc2nc(C)nc(N3CCN(c4cc(Cl)ccc4C)CC3)c12 | -23.6% | -1.9% | -4.6% | -2.1% | -2.8% | -0.1% | 2.3%
COc1ccc2c(c1)c1c(c(=O)n(CCc3ccccc3)c(=O)n1Cc1cccc(Cl)c1)n2C | -6.8% | 10.3% | -3.9% | 0.7% | -3.1% | -0.7% | -2.5%
COc1ccccc1CNc1ccc(-c2nc(-c3cccnc3)no2)cc1[N+](=O)[O-] | -7.9% | 0.9% | 2.5% | 0.7% | -14.6% | -2.2% | 4.0%
CCc1nn2c(=O)cc(COC(=O)c3ccccc3NC(=O)COc3ccc(C)c(C)c3)nc2s1 | -9.1% | 6.7% | -6.3% | -2.0% | 4.5% | 0.5% | 1.8%
CCN(c1cccc(C)c1)S(=O)(=O)c1nnc(NC(=O)c2ccccc2Cl)s1 | -5.2% | 23.7% | -5.7% | -3.7% | -24.6% | 0.9% | 2.7%
Cc1nc(-n2nc(C)c(Cc3ccc4c(c3)OCO4)c2C)sc1C(=O)Nc1cccc(Cl)c1 | -20.2% | 7.5% | -8.1% | 3.8% | 9.2% | -4.2% | ?
Cc1ccc(Cl)cc1-n1ncc2c(NCCCc3ccccc3)ncnc21 | ? | -1.7% | 34.3%[activator] | -2.1% | 4.4% | -1.8% | -0.1%
Cc1ccc(NC(=O)Cn2nc(-c3ccc(F)cc3)c3cnc4ccc(C)cc4c32)cc1 | -20.2% | 10.6% | -9.1% | 0.6% | -7.7% | -0.2% | -0.1%
CCOC(=O)c1cccc(NC(=O)CC(c2cc(OC)c(OC)c(OC)c2)N2Cc3ccccc3C2=O)c1 (configuration not stated) | -12.6% | 89.1µM* | -2.6% | 0.0% | 5.6% | 0.2% | 5.8%
O=C(NCc1ccc(Cl)cc1)c1cc(S(=O)(=O)N2CCCCC2)c[nH]1 | -18.3% | -0.1% | 18.5% | -12.3% | -8.4% | 1.9% | -0.4%
O=C(CCCc1nc(-c2ccc(Cl)cc2)no1)NCc1ccco1 | 7.9% | 0.2% | 2.8% | 1.1% | -12.3% | 0.1% | -2.3%
COc1ccccc1N1CCN(C(=O)c2cc(S(=O)(=O)N3CCC(C)CC3)cn2C)CC1 | -12.8% | ? | 3.6% | 1.1% | -11.0% | -0.4% | -5.8%
Cc1ccc(NC(=O)CSc2nnc(-c3cc4occc4n3C)n2-c2ccccc2C)cc1F | -25.4% | 10.3% | 13.7% | 1.1% | 1.8% | -0.8% | 2.8%
CNC(=O)c1ccc(Nc2nnc(-c3ccc(C)c(S(=O)(=O)N4CCCCC4)c3)c3ccccc23)cc1 | · | · | 5.1% | 1.4% | 0.4% | -0.1% | -1.6%
COc1cc(NC(=O)CC2C(=O)OCCN2Cc2ccccc2)cc(OC)c1 (configuration not stated) | 4.1% | -10.7% | · | -10.0% | · | 0.1% | 0.0%

Whole records, quoted from the list. Screens in order: FH mod | NTMT1 inh | p53null 32C kill | PTAP-TSG101 blk | p53null 39C kill | B2AR arrestin ag | GALK inhibitor
`COc1cccc(CNC(=O)N2CCC(CN3CCC(C)CC3)CC2)c1` is listed as 3.7% | -1.7% | -0.1% | -4.9% | -3.2% | -1.6% | -0.1%
`CCCC(=O)Nc1nnc2n1CCS2` is listed as 3.0% | 22.9% | 0.2% | -0.6% | 17.4% | -0.3% | 1.3%
`CCOC(=O)c1c(NC(=O)C(C)Sc2cn(CCNC(=O)c3c(F)cccc3F)c3ccccc23)sc2c1CCC2` (configuration not stated) is listed as -16.9% | -3.5% | · | 4.3% | · | 0.8% | 9.5%
`CCOC(=O)c1c(C)oc2nc(C)nc(N3CCN(c4cc(Cl)ccc4C)CC3)c12` is listed as -23.6% | -1.9% | -4.6% | -2.1% | -2.8% | -0.1% | 2.3%
`CCC(=O)N1c2ccccc2CC1C(=O)NCCc1ccc(C)cc1` (configuration not stated) is listed as 1.6% | 15.4% | 2.1% | 1.7% | -16.5% | -0.2% | 1.2%

In the list so far, 3 have a furan ring, fused or not.
SMILES | FH mod | NTMT1 inh | p53null 32C kill | PTAP-TSG101 blk | p53null 39C kill | B2AR arrestin ag | GALK inhibitor
CCOC(=O)c1c(C)oc2nc(C)nc(N3CCN(c4cc(Cl)ccc4C)CC3)c12 | -23.6% | -1.9% | -4.6% | -2.1% | -2.8% | -0.1% | 2.3%
O=C(CCCc1nc(-c2ccc(Cl)cc2)no1)NCc1ccco1 | 7.9% | 0.2% | 2.8% | 1.1% | -12.3% | 0.1% | -2.3%
Cc1ccc(NC(=O)CSc2nnc(-c3cc4occc4n3C)n2-c2ccccc2C)cc1F | -25.4% | 10.3% | 13.7% | 1.1% | 1.8% | -0.8% | 2.8%
